# GLP1R inv ag: acts as inverse agonist at human GLP-1 receptor; HEK293 GLP-1R CRE-luciferase, luminescence, 24 h; GLP-1R form is constitutively active; Potency, µM (doses to about 38.3 µM), for the others: at the highest dose activity change, negative = inhibition, hits mostly inhibitors; 410,000 compounds, 1.6% hits; further: potency means the concentration at half of the fitted maximal effect; on the % scale 0 is the no-effect control and ±100 the full control effect; nearly all actives have a fitted effect of over 55% in size
# Target sequence (P43220 whole entry, looked up): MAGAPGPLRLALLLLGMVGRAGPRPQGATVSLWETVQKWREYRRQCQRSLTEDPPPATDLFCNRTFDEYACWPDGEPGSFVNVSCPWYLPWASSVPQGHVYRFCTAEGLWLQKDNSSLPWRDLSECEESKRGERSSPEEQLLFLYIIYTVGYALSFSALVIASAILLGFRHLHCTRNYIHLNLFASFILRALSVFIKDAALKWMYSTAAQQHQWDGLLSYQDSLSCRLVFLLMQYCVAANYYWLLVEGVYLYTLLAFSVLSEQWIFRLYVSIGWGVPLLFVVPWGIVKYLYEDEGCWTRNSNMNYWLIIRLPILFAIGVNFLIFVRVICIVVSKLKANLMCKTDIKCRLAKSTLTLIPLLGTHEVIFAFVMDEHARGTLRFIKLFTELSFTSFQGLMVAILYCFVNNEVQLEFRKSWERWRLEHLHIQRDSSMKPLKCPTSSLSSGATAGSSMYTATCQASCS
#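 HEK293 cells stably co-expressing constitutively active GLP-1R and a cAMP-responsive luciferase reporter were seeded in DMEM with 10% Nu serum, given compounds after 12 h, and incubated 24 h at 37 deg C. Luminescence was then read.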
# aSyn rescue: alpha-synuclein toxicity inhibition in yeast | Yeast expressing alpha-synuclein, growth rescue, BacTiter-Glo, 24 h | Potency, µM (doses to about 46.1 µM), inactives show at the top dose growth rescue (activation), actives largely listed as activators | 370,000 compounds, 0.14% hits | AID 652106; further: potency means the concentration at half of the fitted maximal effect; % of control where 0% means no effect; nearly all actives have a fitted effect of over 65% in size
#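 Rescue of yeast growth: cells expressing toxic alpha-synuclein, induced in galactose at OD600 0.02, incubated with compound 24 h at 30 C. ATP luminescence quantified growth; inhibitors of toxicity appear as activators.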
# DRD3 antagonist: blocks the human D3 dopamine receptor. P35462. D3R cells, DiscoveRx beta-arrestin luminescence, antagonist mode; active compounds read low. max response, negative = inhibition, %. 360,000 compounds, 2.5% hits; in the data active means max response below about -50%; inconclusive means no clear call, values can overlap the other calls; further: on the % scale 0 is the no-effect control and ±100 the full control effect; mostly tested at two doses, the higher about 12 µM
#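 Cells plated overnight at 1500 cells/well, then exposed to library compounds with dopamine controls for 90 minutes at 37 degrees C. DiscoveRx reagent added for 30–60 minutes at room temperature; luminescence read, quantitative HTS format.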
# Akt phos inh: inhibitors of Akt phosphorylation; Neuro2A IGF-stimulated pAkt S473 HTRF, 20 min; active compounds read low; activity change, % for hits at 50 µM; 360,000 compounds, 0.32% hits; in the data active means activity change below about -80%; inconclusive means mostly about -51% to -80%; further: on the % scale 0 is the no-effect control and ±100 the full control effect
#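 Single-point screen (50 µM final compound) in Neuro2A cells stimulated 20 min with 6 nM IGF at 37 deg C. After lysis, Ser473-phosphorylated Akt read by HTRF (ex 330 nm, em 615/665 nm) as the 665/615 ratio.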
# TDP43 rescue: rescues yeast growth from TDP-43 toxicity | Potency, µM (highest dose often 46.1 µM), for inactives: top-dose growth rescue (activation), actives largely listed as activators | TDP-43 expressing yeast growth rescue, BacTiter-Glo, 24 h | AID 652104 | 410,000 compounds, 1.8% hits; further: potency means the concentration at half of the fitted maximal effect; % of control where 0% means no effect; nearly all actives have a fitted effect of over 50% in size
#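 Growth rescue of TDP-43-toxic yeast measured as ATP luminescence (BacTiter-Glo). Cells grown to mid-log in raffinose, induced in galactose at OD600=0.02, exposed to compound 24 hr at 30 deg C.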
# PTHR1 agonist: agonists of human PTHR1 parathyroid hormone receptor | 410,000 compounds, 0.075% hits | Q03431 | AID 743266 | Potency, µM (series often up to 115 µM), without a hit: top-dose activation, actives largely listed as activators | HEK293 GP2 PTHR1 cells, GloSensor cAMP luminescence, 1 h; further: potency means the concentration at half of the fitted maximal effect; nearly all actives have a fitted effect of over 55% in size; some results filed as inactive show a strong effect at the top dose; inactives centre near -15; many of its hits are not listed in these tables
# Target sequence (Q03431 whole entry, looked up): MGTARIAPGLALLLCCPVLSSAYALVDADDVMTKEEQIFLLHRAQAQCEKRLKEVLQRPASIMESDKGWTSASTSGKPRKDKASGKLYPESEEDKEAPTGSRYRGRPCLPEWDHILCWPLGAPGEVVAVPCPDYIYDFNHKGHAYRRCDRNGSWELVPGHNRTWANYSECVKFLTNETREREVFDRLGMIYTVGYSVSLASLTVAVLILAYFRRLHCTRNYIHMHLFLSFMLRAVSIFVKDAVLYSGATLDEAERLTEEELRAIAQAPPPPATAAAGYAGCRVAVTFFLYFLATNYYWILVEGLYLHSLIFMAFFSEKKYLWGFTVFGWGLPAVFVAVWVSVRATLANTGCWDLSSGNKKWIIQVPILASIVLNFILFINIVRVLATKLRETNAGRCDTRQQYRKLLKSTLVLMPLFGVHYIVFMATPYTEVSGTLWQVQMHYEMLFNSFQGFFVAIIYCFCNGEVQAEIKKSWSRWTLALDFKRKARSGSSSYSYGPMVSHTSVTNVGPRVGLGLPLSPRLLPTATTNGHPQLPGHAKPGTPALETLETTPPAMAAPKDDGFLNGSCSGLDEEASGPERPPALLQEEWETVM
#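 HEK-293-derived GP2 cells expressing PTHR1 and a GloSensor cAMP reporter, 3,000/well, plated overnight, given luciferin plus IBMX (each 0.5 mM as added) for 1 h at 37 °C, then compound for 1 h at 37 °C. Luminescence was read after 15 min at room temperature.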
# Abeta rescue: A-beta toxicity reversal in yeast | Potency, µM (titrated, usually from 46.1 µM), inactives show at the highest dose growth rescue, hits mostly activators | 410,000 compounds, 0.063% hits | yeast expressing A-beta42, growth rescue, OD600, 48 h; response scale: 0% DMSO, 100% iron-clioquinol control; further: potency means the concentration at half of the fitted maximal effect; nearly all actives have a fitted effect of over 55% in size
#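 Growth rescue measured by 600 nm absorbance after 48 h yeast culture at 30 C with compound. Values normalized between DMSO and an equimolar ferric chloride plus clioquinol control.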
# GLP-1R agonist: activates the human GLP-1 receptor; P43220; 380,000 compounds, 0.007% hits; HEK293 GLP-1R CRE-luciferase, luminescence, 4-6 h; cells express a hypersensitive GLP-1R form; Potency, µM (doses to about 45.6 µM), for inactives: top-dose activation, hits mostly activators; AID 624172; further: potency means the concentration at half of the fitted maximal effect; % of control where 0% means no effect
# FUS yeast rescue: suppressors of FUS proteinopathy in yeast; S. cerevisiae FUS-expressing, growth rescue, OD600, 24 h; Potency, µM (titrated, usually from 76.6 µM), inactives show top-dose growth rescue (activation), hits mostly activators; 390,000 compounds, 0.24% hits;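 further: potency means the concentration at half of the fitted maximal effect; plate controls were DMSO vehicle for no effect and reference control for full effect; nearly all actives have a fitted effect of over 55% in size; some results filed as inactive show a strong effect at the top dose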
#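 Quantitative HTS measuring growth restoration of FUS-toxic yeast. Galactose-induced cells (OD 0.005) were exposed 24hr at 30C to compounds at several concentrations, then absorbance at 600 nm was recorded.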
# The depositor's hits bear a star; i = inactive; ? = inconclusive; . = not tested or not shown; [ ] = remark or other dose. Unless noted, the call rests on the fitted dose curve; in most records, active means well fitted curve in the direction sought with a large enough effect; inconclusive means small, poorly fitted or top-dose-only effect, or another doubt; inactive means no such curve, though single readings can be large; an effect the other way counts as inactive or inconclusive. Some of the compounds tested, so the mix of outcomes need not match the whole.
# Start of the data: the first 4 entries, to show the layout:
1. COc1ccc(CCN2C(=O)C3C4C=CC(C5CC45)C3C2=O)cc1OC (configuration not stated)
2. COC(=O)CN1C(=O)[C@H]2[C@@H](c3ccc(C)o3)N3C(=O)CN(Cc4ccccn4)C(=O)[C@@]3(Cc3ccccc3)[C@H]2C1=O
3. CCOc1ccccc1N(CC(=O)NCCOC)C(=O)CCC(=O)Nc1ccccn1
4. COc1ccc(-n2nnc3c(SCC(=O)NCc4ccco4)ncnc32)cc1
Assay by compound	1	2	3	4
GLP1R inv ag	-4%	9%	0%	?
aSyn rescue	0%	2%	-1%	15%
DRD3 antagonist	-1	39	0	0
Akt phos inh	i	i	i	i
TDP43 rescue	24%[9.22 µM]	6%	-17%	-23%
PTHR1 agonist	-17%	-14%	i	-7%[57.5 µM]
Abeta rescue	10%	-3%	15%	-18%
GLP-1R agonist	4%	-4%	8%	-12%
FUS yeast rescue	4%	-5%	-2%	-38%

# Main list, from the start:
1. COc1ccc(CCN2C(=O)C3C4C=CC(C5CC45)C3C2=O)cc1OC (configuration not stated)
2. COC(=O)CN1C(=O)[C@H]2[C@@H](c3ccc(C)o3)N3C(=O)CN(Cc4ccccn4)C(=O)[C@@]3(Cc3ccccc3)[C@H]2C1=O
3. CCOc1ccccc1N(CC(=O)NCCOC)C(=O)CCC(=O)Nc1ccccn1
4. COc1ccc(-n2nnc3c(SCC(=O)NCc4ccco4)ncnc32)cc1
5. COCC(=O)N1CCCC(C(=O)c2ccc(-c3ccccc3)cc2)C1 (configuration not stated)
6. CCCOc1ccc(CN2CCOCC2)cc1OC
Assay by compound	1	2	3	4	5	6
GLP1R inv ag	-4%	9%	0%	?	0%	-4%
aSyn rescue	0%	2%	-1%	15%	-11%	-3%
DRD3 antagonist	-1	39	0	0	-6	-15
Akt phos inh	i	i	i	i	i	i
TDP43 rescue	24%[9.22 µM]	6%	-17%	-23%	?	-14%
PTHR1 agonist	-17%	-14%	i	-7%[57.5 µM]	-47%[inhibitor]	-57%[inhibitor]
Abeta rescue	10%	-3%	15%	-18%	-2%	3%
GLP-1R agonist	4%	-4%	8%	-12%	4%	11%
FUS yeast rescue	4%	-5%	-2%	-38%	-1%	13%

7. O=C(COc1ccccc1)Nc1ncc2c(n1)CCCC2=O
8. COc1ccccc1-c1nnc2sc(C3CCCCC3)nn12
9. CC(C)Oc1ccc(F)cc1-c1cc(C(=O)NCc2ccc(F)cc2)[nH]n1
10. CCOc1ccc(NC(=O)c2cc(=O)c3cc(CC)ccc3o2)cc1
11. COc1ccc(-c2noc(CC(=O)N(C)c3cccc(C)c3)n2)cc1
12. O=C(NCCCn1ccnc1)c1cc(-c2ccccc2)on1
Assay by compound	7	8	9	10	11	12
GLP1R inv ag	6%	0%	?	-1%	?	18%
aSyn rescue	-14%	10%	10%	.	.	-6%
DRD3 antagonist	-26	8	-15	.	.	-2
Akt phos inh	i	i	i	.	.	i
TDP43 rescue	6%	?	?	?	22%	0%
PTHR1 agonist	-20%	-16%	-1%	-3%	-46%[inhibitor]	i
Abeta rescue	5%[9.22 µM]	7%	-8%	1%	0%	-14%
GLP-1R agonist	-5%	?	5%	.	.	22%
FUS yeast rescue	-30%	13%	15%	2%	12%	-21%

13. O=C(Nc1ccc(-c2nc3cccnc3s2)cc1)c1ccco1
14. O=S1(=O)CSCS(=O)(=O)C1
15. COc1ccc(-c2[nH]c(-c3ccc(F)cc3)nc2SCC(=O)Nc2ccc(OC)c(OC)c2)cc1
16. CCCCCCC(C)OC(=O)Nc1cccc2ccccc12 (configuration not stated)
17. COc1ccc(CCNC(=O)CNS(=O)(=O)c2ccc(F)c(Cl)c2)cc1OC
18. CCc1ccc(N(CC(=O)NCc2ccc(F)cc2)C(=O)c2csnn2)cc1
Assay by compound	13	14	15	16	17	18
GLP1R inv ag	?	23%	?	8.9µM*	6%	0%
aSyn rescue	-8%	-1%	.	1%	-4%	2%
DRD3 antagonist	11	1	.	46	-16	-3
Akt phos inh	i	i	.	i	i	i
TDP43 rescue	0%	-19%	3%	6%	2%	-17%[0.397 µM]
PTHR1 agonist	-20%	i	-44%[inhibitor]	i	-18%	-19%
Abeta rescue	-18%	-3%	24%	6%	-6%	-7%
GLP-1R agonist	-1%	-1%	.	9%	7%	17%
FUS yeast rescue	14%	4%	?	-21%	-2%	31%

19. COc1ccc2nc(SCC(=O)NC(C)(C)C)[nH]c2c1
20. CCOC(=O)C(Cc1ccccc1)C(=O)Nc1ccc(N(CC)CC)cc1 (configuration not stated)
21. CN(C(=O)c1cc2c(=O)n3ccccc3nc2s1)C1CCCCC1
22. COc1ccc(C(=O)NCN2CCN(c3ccccc3)CC2)cc1OC
23. COc1cc(C2NC(=S)NC(C)=C2C(=O)Nc2cc(C)cc(C)c2)ccc1O (configuration not stated)
24. O=C(NCCOc1ccccc1)c1ccccc1[N+](=O)[O-]
Assay by compound	19	20	21	22	23	24
GLP1R inv ag	-18%	-33%	-9%	-10%	-4%	4%
aSyn rescue	2%	1%	-1%	1%	-6%	5%
DRD3 antagonist	13	?	6	15	-6	10
Akt phos inh	i	i	i	i	i	i
TDP43 rescue	4%	7%	14µM*	20%	2%	12%
PTHR1 agonist	i	-1%	-37%[inhibitor]	i	-2%	-22%
Abeta rescue	17%	3%	-7%	7%	9%	8%
GLP-1R agonist	0%	0%	12%	13%	0%	4%
FUS yeast rescue	-7%	.	15%	.	13%	-24%

# Random excerpt: two entries already listed, in no set order.
23. COc1cc(C2NC(=S)NC(C)=C2C(=O)Nc2cc(C)cc(C)c2)ccc1O (configuration not stated)
20. CCOC(=O)C(Cc1ccccc1)C(=O)Nc1ccc(N(CC)CC)cc1 (configuration not stated)
Assay by compound	23	20
GLP1R inv ag	-4%	-33%
aSyn rescue	-6%	1%
DRD3 antagonist	-6	?
Akt phos inh	i	i
TDP43 rescue	2%	7%
PTHR1 agonist	-2%	-1%
Abeta rescue	9%	3%
GLP-1R agonist	0%	0%
FUS yeast rescue	13%	.

# Going on with the list:
25. CC1CN(S(=O)(=O)c2cccc(C(=O)Nc3ccccc3N3CCCC3)c2)CC(C)O1 (configuration not stated)
26. Cc1ccc(C(=O)Nc2c(C)n(C)n(-c3ccccc3)c2=O)cc1S(=O)(=O)N1CCOCC1
27. CCCN(CCC)c1nc2ccccc2nc1C(C#N)C(=O)OC(C)COC (configuration not stated)
28. O=C(Nc1ccc(Cl)cc1Cl)C1CCCO1 (configuration not stated)
29. Cn1c(SCC(=O)NNC(=O)c2ccccc2)nnc1C(F)(F)F
30. O=C(NC(=S)N(Cc1ccccc1)Cc1ccccc1)c1ccccc1F
Assay by compound	25	26	27	28	29	30
GLP1R inv ag	?	3%	10µM*	26%	11%	?
aSyn rescue	0%	-3%	2%	1%	6%	17%
DRD3 antagonist	?	2	-23	9	1	-69*
Akt phos inh	i	i	i	i	i	i
TDP43 rescue	15%	1%	?	24%	16%	6%
PTHR1 agonist	-26%	-8%[57.5 µM]	i	i	-9%	-23%
Abeta rescue	14%	-5%	11%[9.22 µM]	11%	1%	-1%
GLP-1R agonist	0%	-8%	17%	-5%	-1%	7%
FUS yeast rescue	20%	15%	20%	-7%	-13%	-5%

31. COc1cc(NC(=O)N2CCC3(CC2)Nc2ccccc2-n2cccc23)cc(OC)c1OC
32. CCc1nnc(NS(=O)(=O)c2ccc(NC(=O)c3ccc(Br)cc3)cc2)s1
33. CCOC(=O)C1(CC2CCCCO2)CCN(C(=O)Nc2ccccc2SC)CC1 (configuration not stated)
34. COc1ccc(/C=C(\NC(=O)c2cccs2)C(=O)NC(C)(C)C)cc1OC
35. Cc1nnc(SCC(=O)NC2CCCC2)n1C(C)C
36. N#Cc1cn(CC(=O)NCc2cccnc2)c2ccccc12
Assay by compound	31	32	33	34	35	36
GLP1R inv ag	?	-18%	?	13%	4%	-25%
aSyn rescue	.	1%	4%	-3%	1%	-9%
DRD3 antagonist	.	-9	8	-17	-1	-3
Akt phos inh	.	i	i	i	i	i
TDP43 rescue	2%	5%	?	-6%	0%	-8%
PTHR1 agonist	-34%	-36%[inhibitor]	i	i	i	i
Abeta rescue	2%	9%	4%	-26%	12%	17%
GLP-1R agonist	.	-2%	15%	2%	0%	1%
FUS yeast rescue	?	-12%	-2%	-12%	-15%	-18%

37. CC(=O)NC1=NN(C(C)=O)C(c2ccco2)S1 (configuration not stated)
38. COc1ccc(C)cc1NC(=O)C(c1ccccc1)N1CCN(CC(=O)N2CCCC2)CC1 (configuration not stated)
39. Cc1cc(C)c(S(C)(=O)=O)c(NN)n1
40. CC(=O)NC(c1cccs1)c1cc([N+](=O)[O-])c2cccnc2c1O (configuration not stated)
41. O=C(NCc1ccccc1)c1onc(CSc2ccccc2)c1C(=O)NCc1ccccc1
42. O=C(CN(Cc1ccco1)C(=O)CNS(=O)(=O)c1ccc(Cl)cc1)NCC1CCCO1 (configuration not stated)
43. CCOC(=O)NC(=O)/C(C#N)=C\c1ccccc1
44. Cc1nc(C(=O)N(C)C)nn1-c1ccc([N+](=O)[O-])cc1
Assay by compound	37	38	39	40	41	42	43	44
GLP1R inv ag	17%	-11%	5%	?	?	0%	6%	-15%
aSyn rescue	-5%	-3%	1%	2%	3%	1%	3%	-3%
DRD3 antagonist	2	1	-24	?	8	8	12	4
Akt phos inh	i	i	i	i	i	i	i	i
TDP43 rescue	2%	-13%	-21%	?	12%	-9%	-11%	-11%
PTHR1 agonist	i	i	i	i	i	i	-1%	i
Abeta rescue	1%	-9%	-22%	?	8%	2%	1%	4%
GLP-1R agonist	0%	16%	5%	-11%	10%	3%	0%	12%
FUS yeast rescue	-22%	-1%	-16%	-4%	-8%	1%	14%	-14%

# High-throughput results from PubChem BioAssay.
